ELG1 repair inh: inhibitors of ELG1-dependent DNA repair in HEK293T cells. HEK293T ELG1-luciferase reporter, luminescence, 16 h; DNA damage induced by 5-fluorouridine. Potency, µM (titrated, usually from 46.1 µM), for the others: at the highest dose activity change, negative = inhibition, actives largely listed as inhibitors. 330,000 compounds, 2.3% hits. AID 504467; note: potency is the fitted concentration of half-maximal effect; % is set by controls: 0 for no effect and ±100 for the full control effect; nearly all actives have a fitted effect of over 55% in size
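HEK293T cells expressing luciferase-tagged ELG1 (2,000/well) received 5-Fluorouridine plus compound or DMSO for 16 hr at 37 °C. Luciferase was read by ONE-Glo luminescence after 30 min at room temperature.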
KCNH2 3.1 inh: inhibitors of human KCNH2 3.1 potassium channel isoform | U2OS KCNH2 3.1, thallium flux FluxOr; hits give low values | activity change, % (tested at about 1.8 µM) | 340,000 compounds, 0.95% hits | AID 720553;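 active = maximum activity change below -70%; inconclusive = maximum activity change from -70% to -50%; inactive = maximum activity change above -50%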;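 note: thallium influx rate constant from kinetic fluorescence after stimulation buffer; % is set by controls: 0 for no effect and ±100 for the full control effect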
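Channel expression came from 3.1 mutant virus (1.77 x 10^8 /mL) applied to suspended U2OS cells for 4 h. Flux was tracked with FluxOr dye plus Red40 quencher, and kinetic rate constants normalized to controls.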
TRPV1 ag: human TRPV1 agonism | Q8NER1 | TRPV1-expressing cells, Fluo-8 calcium influx, agonist mode | activation, % at 8.33 µM | 320,000 compounds, 0.19% hits; in the data active = activation above about 80%; inconclusive = between about 30% and that limit; note: 0% is about no effect
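Fluo-8 calcium influx in TRPV1-expressing cells, kinetic read (ex 480/em 520 nm). Compound added and read 3 min for agonist activity, followed by capsaicin at EC20 final and 2 min further read for enhancement.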
Eya2 phos inh: Eya2 (human) phosphatase inhibition | O00167 | recombinant Eya2, OMFP fluorescence dephosphorylation (OMFP is methylfluorescein phosphate) | Potency, µM (top dose mostly 76.9 µM), without a hit: at the highest dose activity, negative = inhibition, most hits filed as inhibitors | 330,000 compounds, 0.006% hits | AID 488837; note: potency is the fitted concentration of half-maximal effect; % is set by controls: 0 for no effect and ±100 for the full control effect
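Eya2 protein (added as 0.2 uM solution) was preincubated with compound for 10 min at ambient temperature in 50 mM HEPES pH 7.5, 50 mM NaCl, 5 uM MgCl2, 0.05% BSA, 1 mM DTT. OMFP (added at 50 uM) then reacted 10 min; fluorescence read at 485/525 nm.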
USP2a block: inhibitors of human ubiquitin-specific protease USP2a. O75604. USP2 core, Ub-CHOP2 coupled fluorogenic reporter, 485/531. Potency, µM (highest dose often 38.3 µM), inactives show at the top dose activity change, negative = inhibition, hits mostly inhibitors. 330,000 compounds, 0.01% hits;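 note: potency is the fitted concentration of half-maximal effect; plate controls were DMSO wells for no effect and full inhibition by NEM control for full effect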
Target sequence (O75604 whole entry, looked up): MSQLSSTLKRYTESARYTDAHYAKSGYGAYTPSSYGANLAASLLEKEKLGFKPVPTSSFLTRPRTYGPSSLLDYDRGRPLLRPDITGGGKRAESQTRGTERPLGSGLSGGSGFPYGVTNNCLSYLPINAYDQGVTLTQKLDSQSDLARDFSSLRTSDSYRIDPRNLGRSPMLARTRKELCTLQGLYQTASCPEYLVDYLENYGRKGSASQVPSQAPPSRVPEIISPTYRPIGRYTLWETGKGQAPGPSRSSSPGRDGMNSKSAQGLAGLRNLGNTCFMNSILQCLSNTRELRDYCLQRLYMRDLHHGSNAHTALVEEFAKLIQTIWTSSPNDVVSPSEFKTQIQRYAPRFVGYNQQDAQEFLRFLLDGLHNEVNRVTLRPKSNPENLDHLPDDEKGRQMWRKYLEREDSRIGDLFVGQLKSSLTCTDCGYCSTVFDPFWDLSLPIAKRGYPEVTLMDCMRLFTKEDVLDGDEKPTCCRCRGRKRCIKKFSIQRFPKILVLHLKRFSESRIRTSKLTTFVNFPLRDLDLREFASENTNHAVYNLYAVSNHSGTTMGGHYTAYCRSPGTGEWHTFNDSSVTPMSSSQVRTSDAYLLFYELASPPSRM
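Cell-free coupled assay: 10nM USP2 core preincubated 30min RT with compound in Tris-HCl pH 8.0/CaCl2/CHAPS buffer, then 25nM Ub-CHOP2 and 25nM reporter substrate; fluorescence (Ex 485/Em 531) read after 60min RT, normalized to NEM inhibition, concentration-response curves fitted.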
KCNH2 WT inh: KCNH2 (human, wildtype) channel inhibition; Q12809; AID 720551; U2OS, BacMam KCNH2, thallium flux FluxOr; hits give low values; activity change, % at 1.84 µM; 340,000 compounds, 0.37% hits;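 active = maximum activity change below -70%; inconclusive = maximum activity change between -70% and -50%; inactive = maximum activity change above -50%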; note: % is set by controls: 0 for no effect and ±100 for the full control effect
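U2OS cells were transduced with wild-type KCNH2 virus (2.03 x 10^8 / mL) for 4 h at room temperature, then cultured overnight at 37 C. Thallium flux was read with FluxOr dye. Rate constants were normalized to DMSO controls.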
TSHR antag: antagonists of human thyroid stimulating hormone receptor; TSHR-expressing cells, TSH-stimulated cAMP HTRF, 2 h; hits give low values; P16473; activity change, negative = inhibition, % at 11.5 µM; AID 504810; 330,000 compounds, 0.2% hits;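 active = activity change below a set negative limit, meaning inhibition stronger than a set level, cut at about -70% in these data; inconclusive = activity change between two set negative limits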; note: % is set by controls: 0 for no effect and ±100 for the full control effect
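Read-out is FRET at 665 nm (cryptate excitation 337 nm) from a cryptate-tagged anti-cAMP antibody, competed by cell cAMP against cAMP-d2. Compounds are tested on freshly harvested TSHR cells challenged with 4nM TSH (EC80) for 2 hours at 37 deg C.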
AT treatment: candidate therapy for ataxia-telangiectasia | Potency, µM (top dose mostly 57.5 µM), for inactives: top-dose activation, hits mostly activators | […] A-T fibroblasts, KAP-1 phosphorylation AlphaLISA; neocarzinostatin DNA damage 30 min before lysis | 320,000 compounds, 0.19% hits | AID 485349; note: potency is the fitted concentration of half-maximal effect; % of control where 0% means no effect; nearly all actives have a fitted effect of over 45% in size
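ATM-like activity read as KAP-1 phosphorylation via AlphaLISA donor/acceptor antibody pairs after lysis and 6 hr at 25C. Cells were ATM-null patient fibroblasts ([…], hTERT), dosed 60 min, then exposed to the DSB inducer NCS for 30 min.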
Mito fusion yeast: blocks mitochondrial division or promotes mitochondrial fusion. S. cerevisiae fusion-defective mutant growth rescue, CellTiterGlo 48 h. Potency, µM (titrated, usually from 46.1 µM), for inactives: at the highest dose growth rescue (activation), hits mostly activators. 320,000 compounds, 0.23% hits. AID 485298;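 note: potency is the fitted concentration of half-maximal effect; % of control where 0% means no effect; nearly all actives have a fitted effect of over 45% in size; temperature-sensitive fusion mutants such as fzo1-1 at 37 °C on non-fermentable ethanol glycerol medium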
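Growth-rescue viability read-out: after 48 h at the non-permissive 37C in glycerol/ethanol YPEG, yeast mitochondrial fusion mutants are measured by CellTiterGlo luminescence; compounds (23 nl pinned per well) restoring growth score as division inhibitors or fusion activators.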
TCR activator: activators of T cell receptors; primary human leukocytes, anti-CD3, IL-2 HTRF, 48 h; Potency, µM (highest dose often 9.22 µM), inactives show top-dose activation of IL-2 secretion, most hits filed as activators; 330,000 tested, under 10 active; note: % of control where 0% means no effect
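Readout: HTRF IL-2, Eu-cryptate/d2 antibody pair, 320nm excitation, 665nm emission. Stimulus: a-CD3 beads, no co-stimulation. Cells: primary human leukocytes. Exposure: 48 hr with compound.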
Active calls of the source: *; ? = inconclusive; nt = no result given; [ ] = dose if it differs, or a comment. Unless noted, calls come from the whole dose curve; as a rule, active = well fitted curve in the direction sought with a large enough effect; inconclusive = small, poorly fitted or top-dose-only effect, or another doubt; inactive = no such curve, though single readings can be large; an effect the other way counts as inactive or inconclusive. An excerpt, so the mix of outcomes need not match the whole.

SMILES | ELG1 repair inh | KCNH2 3.1 inh | TRPV1 ag | Eya2 phos inh | USP2a block | KCNH2 WT inh | TSHR antag | AT treatment | Mito fusion yeast | TCR activator
O=C(Nc1ccc(N2CCCC2)cc1)c1ccccc1[N+](=O)[O-] | 20% | -24 | ? | -15% | -1% | -21 | 6 | 4% | 1% | -3%
CCOC(=O)C1=C(CC)Nc2ccccc2N=C1NC(=O)c1ccc(S(=O)(=O)N2CCCC2)cc1 | -18% | 11 | 23 | -5% | 1% | -6 | 1 | 0% | -3% | 0%
CCN(Cc1ccccc1)C(c1ccc(C)cc1)c1nnnn1C(C)(C)CC (configuration not stated) | -5% | -6 | 20 | -20% | 3% | 3 | -14 | 9% | -7% | -4%
Cc1noc(C)c1COc1ncnc2ccccc12 | -3% | -1 | 6 | 15% | 2% | -1 | 9 | 2% | -8% | -2%
CC(C)c1ccc(-n2c(-c3ccccc3)c[n+]3c2CCc2ccccc2-3)cc1 | 2.3µM* | -9 | -2 | 3% | 0% | -1 | -36 | 5% | -14% | -1%
Cc1cccc(C(=O)NNC(=O)c2ccccc2[N+](=O)[O-])c1 | 25% | 9 | -3 | -7% | 2% | 7 | -9 | 2% | 0% | -4%
CCN1CCN(C(=O)C2CCCN(S(=O)(=O)c3cccc4nsnc34)C2)CC1 (configuration not stated) | ? | -8 | 3 | -3% | 1% | 5 | -1 | 11% | 2% | 1%
O=C(/C=C/NNC(=O)c1ccc(Cl)cc1)c1ccccc1 | 1% | 2 | 11 | 0% | -12% | 3 | 1 | 2% | 2% | 1%
COc1ccc(NC(=O)c2ccc(-c3ccccc3Cl)o2)cc1 | ? | -4 | ? | 1% | -1% | -4 | -16 | -1% | 11% | -2%
COc1ccc(NC(=O)C2CCN(S(=O)(=O)c3cn(C)nc3C)CC2)cc1 | 27% | -3 | 3 | 6% | 2% | 5 | 17 | 1% | 3% | -8%
CCOC(=O)c1cnc(-n2nc(C)cc2C)nc1Oc1ccc(C(=O)OC)cc1 | 8% | -9 | -3 | -19% | 0% | -1 | 0 | 45% | 10% | -1%
CSc1cccc(NC(=O)CNS(=O)(=O)c2ccccc2)c1 | 15% | 1 | 13 | -6% | -1% | -1 | -1 | 1% | 0% | -14%
CCN(c1ccccc1)S(=O)(=O)c1ccc(Cl)c(NC(=O)CSc2nnc(C)s2)c1 | -21% | 1 | -2 | -9% | -1% | -3 | -4 | 1% | 11% | 3%
S=C1NCCOCCOCCOCCNC(=S)N2CCOCCOCCN1CCOCCOCC2 | 2% | -11 | 2 | 12% | 1% | -24 | -11 | 0% | -7% | 5%
N#C/C(=C\Nc1ccccc1SC(F)(F)F)c1nc(-c2ccc(F)cc2)cs1 | 23% | -2 | 0 | 6% | 0% | 0 | 17 | -11% | 14% | -1%[46.1 µM]
Cc1ccc(C)c(NS(=O)(=O)c2cc(C(=O)NCC3CCCO3)ccc2C)c1 (configuration not stated) | ? | -3 | 3 | -10% | 3% | -11 | 13 | 15% | 2% | 8%
N#CCC(=O)N/N=C/c1ccc(OCc2ccccc2)cc1 | ? | -5 | 0 | -3% | 0% | -22 | -1 | 1% | -7% | 4%
CCOc1ccc2c(C)c(C)c(=O)oc2c1OCC | -3% | 9 | 3 | -1% | 1% | -1 | -3 | 6% | 2% | 0%
Cn1nc(C(=O)NCc2cccc(F)c2)cc1C(=O)NCc1cccc(F)c1 | 12µM* | 6 | 2 | 13% | -1% | -1 | -15 | -5% | -1% | 3%
COc1ccccc1CNC(=O)c1cccnc1 | -16% | 9 | 1 | -6% | 2% | 0 | 0 | 5% | 1% | 5%
CC(c1ccccc1)N1C(=O)c2ccc(C(=O)NCc3ccco3)cc2C1=O (configuration not stated) | 4% | -10 | 4 | -1% | 2% | -4 | -12 | -3% | -1% | 0%[46.1 µM]
O=[N+]([O-])c1ccc(S(=O)(=O)Nc2nnc(C3CCCCC3)s2)cc1 | -11% | 10 | 6 | -18% | -1% | -2 | -6 | -1% | 8% | -4%
CN(C)S(=O)(=O)c1ccc(NC(=S)NC(=O)Cc2ccccc2)cc1 | 6% | -8 | ? | -15% | -3% | -11 | 2 | -3% | -11% | 9%
CC(C)CCN(C(=O)c1ccncc1)c1c(N)n(Cc2ccccc2)c(=O)[nH]c1=O | 12% | 11 | 2 | -6% | 2% | -5 | -9 | 8% | -1% | 0%
O=C(NCCC1CCCCN1S(=O)(=O)c1ccccc1)C(=O)NCc1ccccc1F (configuration not stated) | -19% | 0 | 29 | 6% | -1% | 21 | 3 | 12% | 1% | 6%
CC(C)(C)Nc1c(-c2cccs2)nc2ccccn12 | 16% | 4 | 14 | 1% | -1% | -7 | 13 | 6% | 1% | 0%
CCOC(=O)Cc1cc(=O)[nH]c(/N=C(/NC(=O)c2ccccc2)Nc2ccccc2C(F)(F)F)n1 | -2% | 9 | -2 | -3% | 3% | -5 | 52 | 8% | -1% | -3%
Cc1cccc(NC(=O)c2cn(-c3ccccc3)nc2-c2ccccc2)c1 | -25% | -19 | 8 | -4% | 4% | -1 | -5 | 15% | -7% | -9%[46.1 µM]
CC(=O)Nc1ccc(NC(=O)COC(=O)c2cc([N+](=O)[O-])ccc2N2CCOCC2)cc1 | 11% | 1 | 1 | -8% | -2% | 0 | -2 | -4% | 3% | -1%
O=C(Nc1cc(Br)ccc1O)c1cc(-c2cccs2)on1 | ? | -3 | -2 | 3% | 4% | 6 | 8 | 8% | -3% | -5%
Cc1ccccc1NC(=O)CN1CCN(Cc2ccccc2)CC1 | 2% | 11 | 4 | -4% | 3% | 29 | -19 | 1% | -2% | nt
CN1CCN(C(=O)c2cccn(Cc3ccc(C(F)(F)F)cc3)c2=O)CC1 | 12% | 20 | -4 | 1% | 0% | 0 | -3 | 13% | -5% | -17%
O=C(CCCNC(=O)c1ccc(Cl)cc1)Nc1ccccc1C(F)(F)F | -5% | 4 | 6 | -3% | 1% | 6 | -3 | 0% | -12% | -2%
Cc1ccc(C(c2sc3nc(C)nn3c2O)N2CCN(c3ccc(F)cc3)CC2)cc1 (configuration not stated) | -5% | -9 | -1 | 18% | 2% | -12 | 6 | 3% | 2% | 0%
O=C(NCCC1=CCCCC1)c1ccc(Cl)cc1 | ? | nt | -3 | -13% | 2% | nt | 1 | 9% | -5% | nt
Cc1c(C(=O)NC2CCCCC2)oc2c1C(=O)CC(C)(C)C2 | 27% | 9 | 23 | 3% | 4% | 5 | 0 | -4% | 8% | 0%
CN1C(=O)N(c2nnc(C(C)(C)C)s2)C(=O)C1c1ccccc1 (configuration not stated) | 11% | 6 | 0 | -24% | 0% | -4 | -2 | 5% | -1% | -2%
CCCCN(C(=O)CSCC(=O)Nc1ccc(C)cc1)c1c(N)n(CC(C)C)c(=O)[nH]c1=O | 14% | 8 | -2 | -3% | 3% | -10 | 2 | -4% | -2% | 3%
COc1ccc(C(=O)C2CCCN(C/C=C/c3ccccc3OC)C2)c(OC)c1 (configuration not stated) | -12% | -71* | 8 | 3% | 3% | 29 | 6 | 2% | -1% | nt
CCN(Cc1ccccc1)S(=O)(=O)c1cc(C(=O)c2c(N)n(C)c(=O)n(C)c2=O)ccc1OC | -26% | -7 | 2 | 1% | 2% | -11 | -7 | 0% | 5% | -4%
COc1ccc(CNC(=O)CCC(=O)Nc2cccnc2)cc1 | -6% | 14 | -2 | 1% | 0% | 3 | -4 | 1% | -2% | -6%
Cc1cccc2cc3c(NC(=O)C(C)C)nn(C)c3nc12 | ? | 7 | 1 | 2% | 1% | -1 | nt | -15% | 2% | -2%
Cn1c(=O)oc2cc(S(=O)(=O)NCc3ccc(Cl)cc3)ccc21 | 16% | 1 | -4 | -9% | 4% | 6 | 29 | 5% | 2% | -2%
O=C(Cc1cccs1)NCc1cccc(Cl)c1 | ? | -8 | 20 | 6% | 2% | 2 | -2 | 10% | 9% | 2%
CC1CCCC(C)N1C(=O)CSc1nnnn1Cc1ccccc1 (configuration not stated) | -14% | -24 | 29 | 12% | -2% | -4 | 1 | 5% | 7% | -3%
Cc1ccc(-c2nnc(NC(=O)c3c(F)cccc3Cl)s2)cc1 | ? | -6 | -4 | 8% | 0% | -3 | 3 | 8% | 2% | -5%
COc1ccc(-c2csc(NC(=O)C(CC(=O)O)N3CCOCC3)n2)cc1 (configuration not stated) | 1% | 1 | 4 | 0% | -2% | -1 | -12 | -2% | 5% | -4%

From PubChem
